OPRM1-OPRD1 inv = mu-delta opioid heterodimer inverse agonism; P35372+P41143; cell-based MOR-DOR heterodimer luminescence; inhibition, % at 9.3 µM; 0.21% of 340,000 active; in the data active = inhibition above about 22%, passing the limit was not always enough;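 note: 0% = cells with DMSO and 100% = wells without cells with DMSO; values of inactives mirror those of a sister screen read the other way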
CAL PDZ FP = blocks peptide binding to the human CAL PDZ domain | Q9HD26 | 0.92% of 300,000 active | inhibition, % at 24.9 µM | purified CAL PDZ, TMR-peptide fluorescence polarization, 1 h;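 active = mean inhibition of at least 30% with at least half of replicates also reaching 30%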;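 note: 0% = DMSO neutral control and 100% = excess unlabeled competitor peptide PRC23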
HTR5A ag = activates human HTR5A in OPRM1-OPRD1 agonist counter-screen | activation, % at 9.3 µM | P47898 | 0.61% of 340,000 active | HTR5A agonist assay, luminescence, cell-based | AID 504692; in the data active = activation mostly above about 9.5%, no sharp cut-off; inactive = mostly below about 7.6%;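 note: 0% = cells with vehicle only and 100% = reference agonist; strong numbers were not always called active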
Target sequence (P47898 whole entry, looked up): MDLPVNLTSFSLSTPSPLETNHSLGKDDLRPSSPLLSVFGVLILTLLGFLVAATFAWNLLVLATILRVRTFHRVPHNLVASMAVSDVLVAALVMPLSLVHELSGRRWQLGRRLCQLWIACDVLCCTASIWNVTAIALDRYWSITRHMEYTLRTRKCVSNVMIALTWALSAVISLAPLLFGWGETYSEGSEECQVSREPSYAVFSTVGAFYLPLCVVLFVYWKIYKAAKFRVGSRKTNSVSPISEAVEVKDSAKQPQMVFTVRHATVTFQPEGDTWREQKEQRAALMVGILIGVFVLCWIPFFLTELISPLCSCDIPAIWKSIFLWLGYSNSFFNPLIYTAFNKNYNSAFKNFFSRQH
RTF Ca sens inh = cardiac RTF calcium desensitization; P19429+P45379; IANBD-labeled cardiac RTF, Ca2+ fluorescence; inhibition, % at 7.15 µM; 0.12% of 340,000 active; AID 493244;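 active = inhibition above the mean inhibition of all tested compounds plus 3 SD, cut at about 17% in these data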;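 note: assay run at fixed EC70 calcium of 1.6 mM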
LANA DNA inh = KSHV C-LANA DNA binding inhibition; inhibition, % at 9 µM; 0.078% of 340,000 active; MBP-C-LANA/FAM-LBS DNA binding, fluorescence polarization; AID 504423;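 active = highest replicate inhibition at or above 60% at 9 µM, even if other replicates fall short; inactive = all replicates below 60% inhibition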;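 note: 0% = neutral control wells and 100% = 4 µM acridine orange control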
HTR5A inv ctr = counter-screen for OPRM1-OPRD1 inverse agonists: human HTR5A inverse agonism; 0.083% of 340,000 active; HTR5A cell line, luminescence; inhibition, % at 9.3 µM; P47898; in the data active = inhibition mostly above about 23%, no sharp cut-off; inactive = mostly below about 18%;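 note: 0% = cells with DMSO and 100% = no-cell wells with DMSO; some compounds called inactive have numbers as strong as hits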
OPRM1-OPRD1 ag = agonists of human mu-delta opioid receptor heterodimerization; P35372+P41143; cells, OPRM1-OPRD1 heterodimerization, luminescence; activation, % at 9.3 µM; 0.3% of 340,000 active; AID 504326; in the data active = activation above about 18%;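 note: 0% = vehicle-treated cells and 100% = reference agonist; values of inactives mirror those of a sister screen read the other way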
Keap1-Nrf2 PPI = Keap1-Nrf2 (human) interaction inhibition; AID 504523; Keap1 Kelch-Nrf2 peptide fluorescence polarization, 1536-well; 0.15% of 340,000 active; Q14145; inhibition, % at 9.4 µM; in the data active = inhibition above about 12%;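 note: human Keap1 Kelch domain with fluorescein labeled Nrf2 9mer peptide probe; 0% = neutral control wells and 100% = peptide positive control; higher means more block of Keap1 binding to Nrf2 peptide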
Target sequence (Q14145 whole entry, looked up, the tested form may be a part): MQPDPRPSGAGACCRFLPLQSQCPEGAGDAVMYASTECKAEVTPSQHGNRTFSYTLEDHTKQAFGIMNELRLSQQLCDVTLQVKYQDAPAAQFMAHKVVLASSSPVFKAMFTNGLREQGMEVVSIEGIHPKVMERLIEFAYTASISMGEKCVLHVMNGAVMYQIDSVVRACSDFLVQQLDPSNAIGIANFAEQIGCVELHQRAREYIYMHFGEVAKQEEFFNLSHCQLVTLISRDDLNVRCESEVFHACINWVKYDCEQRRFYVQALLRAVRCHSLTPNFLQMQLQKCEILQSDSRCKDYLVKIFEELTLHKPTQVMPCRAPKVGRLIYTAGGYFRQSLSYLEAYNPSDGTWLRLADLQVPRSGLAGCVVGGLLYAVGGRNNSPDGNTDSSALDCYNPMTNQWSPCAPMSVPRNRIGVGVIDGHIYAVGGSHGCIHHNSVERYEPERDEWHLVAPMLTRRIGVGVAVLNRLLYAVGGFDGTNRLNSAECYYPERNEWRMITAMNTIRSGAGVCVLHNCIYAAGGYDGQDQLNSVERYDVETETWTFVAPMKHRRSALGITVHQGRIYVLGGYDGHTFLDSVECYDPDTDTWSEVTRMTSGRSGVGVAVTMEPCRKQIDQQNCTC
V-ATPase pH = regulators of yeast V-ATPase proton transport | response, % at 10 µM | AID 504577 | 0.37% of 350,000 active | S. cerevisiae, pHLuorin cytosolic pH fluorescence; in the data active = response mostly above about 7.3%, no sharp cut-off; inactive = mostly below about 5.4%; note: actives read high; inactives centre near 0; some compounds called inactive have numbers as strong as hits; reference of the scale not given here
RTF Ca sens act = increases calcium sensitivity of human cardiac regulated thin filaments | P19429+P45379 | IANBD-labeled TnC RTF fluorescence at EC20 calcium; 0% EC20 calcium, 100% full calcium | activation, % at 7.2 µM | 0.24% of 340,000 active | AID 493008;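 active = activation above the mean over all tested compounds plus 3 SD, cut at about 30% in these data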;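 note: rise in fluorescence read as greater calcium sensitivity of cardiac thin filaments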
The depositor's hits bear a star; . = not tested or not shown.

Every second line gives: RTF Ca sens act	V-ATPase pH	HTR5A ag	Keap1-Nrf2 PPI	OPRM1-OPRD1 inv	HTR5A inv ctr	CAL PDZ FP	OPRM1-OPRD1 ag	RTF Ca sens inh	LANA DNA inh
1: CCOc1ccc(NC(=O)c2ccc(N3CC4CC(C3)c3cccc(=O)n3C4)c(NC(=O)CCN3CCOCC3)c2)cc1 (stereo unspecified)
→ -2	0	3	6	17	8	-6	-3.3	-18	-1.8
2: COc1ccc(CCNC(=O)Cn2cnc3scc(-c4ccccc4)c3c2=O)cc1OC
→ 5	-2	4	-7	10	-11	-1	-1.5	-4	-0.3
3: COc1ccc(NC(=O)C2CCCN2c2ccc(OC)c(OC)c2)cc1OC (stereo unspecified)
→ 2	-1	-1	1	-1	21	-1	0.3	-12	-1.2
4: CC(=O)Nc1ccc(NC(=O)CSc2nnc(COc3ccccc3C)n2CC2CCCO2)cc1 (stereo unspecified)
→ 9	-5	3	-1	6	-10	-1	-1.1	-9	-0.5
5: O=C(CN1C(=O)CSc2ccc(S(=O)(=O)N3CCOCC3)cc21)N1CCCCC1
→ -3	-5	-4	-2	8	0	3	-1.6	-6	-1.1
6: COc1cc(C(=O)N2CCCC(c3nc(-c4cccs4)no3)C2)cc(OC)c1OC (stereo unspecified)
→ -3	-2	1	-5	2	-31	.	-0.3	-8	0.2
7: c1ccc2nc3c(nc2c1)CCc1nonc1-3
→ 1	5	-4	-1	4	-26	-8	-0.7	-4	0.6
8: CN1CCC(=O)N([C@H](COc2ccccc2)Cc2ccccc2)CC1
→ 7	4	-1	-3	10	10	-5	-1.7	-5	1.3
9: COc1cccc(C#Cc2c(C=O)n(C)c3ccccc23)c1
→ 6	-2	6	-4	-6	-13	-2	1.1	4	-0.6
10: Cc1ccc(/C=N/Nc2ncnc3nc[nH]c23)cc1
→ 2	0	0	3	10	-11	4	-2.1	-5	0.0
11: O=S1(=O)CCOCCCN1Cc1ccccc1Br
→ 3	5	-1	-5	10	-19	-1	-2.3	14	0.8
12: NNC(=O)CS(=O)(=O)c1ccc(Cl)cc1
→ 3	-2	-5	-1	13	-2	-1	-2.5	-5	0.1
13: O=C(NCc1ccccc1)c1noc2c1CCCC2
→ 5	-3	4	0	8	19	.	-1.5	-10	0.7
14: COc1ccccc1C(=O)Nc1ccnn1C1CCN(Cc2ccn[nH]2)CC1
→ -3	2	-7	-4	10	18	-1	-2.3	4	-0.2
15: COC12NC(=O)N(C)C1(OC)C(=O)N(C)C(=O)N2C (stereo unspecified)
→ -4	1	5	-3	13	-10	-1	-2.1	-31	-0.9
16: COCCn1nnnc1C(c1cc(OC)ccc1OC)N1CCc2ccccc2C1 (stereo unspecified)
→ -8	2	0	1	10	22	-1	-2.2	3	15
17: O=C(CCNS(=O)(=O)c1ccc(Cl)cc1)N1CCCC1
→ 4	-2	9	-2	-5	-22	-1	1.3	-1	-2.6
18: C/C(N)=C(/C#N)C(=O)COC(=O)c1ccccc1Cc1ccccc1
→ -6	-2	-2	-2	-3	-3	-4	0.6	7	-1.9
19: CCN(C(=O)CSc1nc(N)cc(=O)[nH]1)C1CCS(=O)(=O)C1 (stereo unspecified)
→ -2	-6	2	-2	21	18	7	-5.2	1	-2.2
20: CCC(NC(=O)NC1CCCCC1)c1ccccc1 (stereo unspecified)
→ -5	-1	-2	-4	-15	6	0	2.0	-15	-1.1
21: COc1ccc(NS(=O)(=O)c2cccc(C(=O)NNC(=O)c3cncc(Br)c3)c2)cc1
→ -4	3	-1	1	10	4	-6	-1.6	-13	0.5
22: O=C(NC(=S)Nc1nc(-c2cccc([N+](=O)[O-])c2)cs1)c1cc(Cl)ccc1Cl
→ -4	-1	3	-4	-6	-8	-4	1.2	7	-8.5
23: Cc1ccc(S(=O)(=O)NC(=O)NC(C)c2ccc(F)cc2)cc1 (stereo unspecified)
→ -4	-2	3	-2	-10	-8	-1	1.2	13	0.4
24: CCCN(C(=O)/C=C/c1ccco1)c1c(N)n(Cc2ccccc2)c(=O)[nH]c1=O
→ -3	0	3	1	12	13	.	-2.5	-10	0.1
25: CCOc1cc(C)c(S(=O)(=O)N2CCCCC2)cc1C
→ 3	5	0	1	-4	-7	1	0.9	-15	-1.2
26: Cc1sc2nc(C3CC3)nc(SCC(=O)NCc3ccco3)c2c1C
→ 3	-7	1	-11	-4	-2	22	0.7	-29	-1.7
27: O=C(Nc1cccc(NC(=O)c2cccnc2)c1)c1ccccc1
→ -3	-4	4	-4	15	-9	-2	-2.1	-2	-0.3
28: O=C(Nc1sc2c(c1C(=O)O)CCC2)c1ccccc1
→ -5	2	5	-4	10	16	-1	-1.8	3	3.6
29: CCc1ccccc1NC(=S)N1CCN(c2cccc(OC)c2)CC1
→ 0	1	3	-1	8	-29	.	-1.5	-12	2.0
30: CCc1c(C)nc(SCC(=O)N2CC(C)OC(C)C2)[nH]c1=O (stereo unspecified)
→ -7	1	2	6	-2	-5	5	0.3	-6	-1.3
31: CC(CCc1ccccc1)NC(=O)C1CCN(C(=O)c2sccc2-n2cccc2)CC1 (stereo unspecified)
→ 10	3	3	-2	-2	5	1	0.4	-4	0.5
32: O=C1c2ccccc2S(=O)(=O)N1Cc1nnc(-c2ccccc2Br)o1
→ -6	5	11	4	8	-24	1	-1.7	-1	0.1
33: CCCNc1nc2c(c(=O)[nH]c(=O)n2C)n1CCCc1ccccc1
→ 1	1	-1	-4	5	2	-5	-0.8	-10	2.5
34: COc1ccc(-n2c(SCC3OCCO3)nc3c(sc(=S)n3-c3ccccc3)c2=O)cc1OC
→ -4	2	5	-2	10	-14	-3	-2.2	8	-0.2
35: COc1ccc(N(C(=O)c2snc(C(N)=O)c2N)C(C(=O)NC2CCCC2)c2cccs2)cc1OC (stereo unspecified)
→ -6	2	-1	-1	-17	2	.	2.2	7	0.0
36: COc1ccc(-c2cc(C(=O)NC3CCCC3)no2)cc1OC
→ 2	-2	0	-7	14	-12	-3	-2.5	0	0.1
37: Cn1c(=O)c(C(=O)CSc2nncs2)c(N)n(Cc2ccccc2)c1=O
→ 3	-3	5	1	-2	-11	-4	0.3	-9	0.0
38: Cc1[nH]c2ccccc2c1/C=C/c1nc2ccccc2c(=O)n1-c1ccc([N+](=O)[O-])cc1
→ 5	-1	1	-8	-3	-3	2	0.5	-16	3.4
39: O=C(Nc1cc(S(=O)(=O)N2CCOCC2)ccc1N1CCOCC1)c1cccs1
→ 2	1	-2	-5	5	5	-36	-1.2	1	-0.7
40: COc1ccc(C(C)=NNc2ccc([N+](=O)[O-])cc2S(=O)(=O)Nc2ccccc2C(=O)O)c(OC)c1
→ -1	-1	5	32*	-7	-21	0	1.4	-3	14
41: Cc1nn(C)c(C(=O)NNC(=S)NCc2ccco2)c1Br
→ 2	1	-2	-4	12	1	-4	-2.2	2	-0.8
42: COc1nc(C)ccc1-c1noc(-c2ccncc2)n1
→ 2	-3	-1	-1	15	-2	.	-2.8	-3	-1.0
43: Cc1cccc(C)c1NC(=O)NC1CCc2ccccc21 (stereo unspecified)
→ 0	-6	-3	-4	14	11	-1	-3.0	-4	-0.8
44: Cc1c(C(=O)NCc2cccnc2)oc2c1C(=O)CC(C)(C)C2
→ 14	-1	4	-4	-3	-26	.	0.5	4	2.3
45: CCOC(=O)C(NC(=O)c1ccccc1)(OCc1ccccc1)C(F)(F)F (stereo unspecified)
→ 5	0	1	-3	10	-2	-4	-1.7	-5	-1.9
46: CC1CN=C(N(Cc2ccccc2)C(=O)Nc2ccccc2)S1 (stereo unspecified)
→ 15	-4	3	-1	-15	-10	3	2.6	2	1.3
47: Cc1ccc(C)c(N2CCN(CCCNC(=O)Cn3c(=O)c4cccn4c4cccnc43)CC2)c1
→ 0	1	1	-4	6	-14	-1	-1.2	-6	0.1
48: CN1C(=O)/C(=N\OC(=O)c2ccccc2Cl)c2ccccc21
→ 3	4	-4	-6	6	10	-1	-1.0	-4	-0.7
49: COc1ccc(S(=O)(=O)N2CCC(C(=O)NCc3cccnc3)CC2)cc1Cl
→ 1	1	8	-5	2	6	15	-0.3	-35	1.0
50: CCN(CC(=O)NCc1cccs1)C(=O)c1cccc(S(=O)(=O)Nc2ccc(OC)cc2)c1
→ -3	0	0	1	-6	-38	-2	0.9	-13	-1.5
51: CC(C)S(=O)(=O)c1csc(NC(=O)Nc2cc(Cl)ccc2Cl)c1Cl
→ 5	1	0	-1	-17	4	12	3.5	1	-0.5
52: Cc1nccn1CCCNC(=O)CC1C(=O)NCCN1Cc1ccc(F)cc1Cl (stereo unspecified)
→ 1	-2	3	1	9	-1	-3	-1.7	1	-0.2
53: CCOC(=O)c1cccc(Nc2nc(-c3cccnc3)nc3ccccc23)c1
→ -1	-2	4	-4	-7	-11	-4	1.6	2	-0.4
54: COc1ccc2c(c1)OC1(C)CC2C(C(=O)c2ccccc2OC)C(=O)N1 (stereo unspecified)
→ -2	-3	-1	-7	-8	2	.	1.3	-1	0.7
55: Cc1ccc(S(=O)(=O)CC(=O)c2ccccc2)cc1
→ 0	6	-2	-6	10	4	.	-2.1	-5	1.2
56: O=[N+]([O-])c1ccccc1S(=O)(=O)Nc1cccc(S(=O)(=O)N2CCCC2)c1
→ 4	-1	9	-4	-2	-24	-4	0.4	4	2.5
57: Cc1ccc(O)c(CNc2ccccn2)c1
→ -3	5	-1	1	3	2	.	-0.6	-8	-1.3
58: N#Cc1c(N)oc(-c2ccccc2)c1-c1ccccc1
→ 17	7	1	0	4	-20	-2	-0.7	-6	-1.8
59: Cc1c(C)c2ccc(O[C@@H]3O[C@H](CO)[C@@H](O)[C@H](O)[C@H]3O)c(C)c2oc1=O
→ 10	3	-3	-6	3	10	2	-0.7	-3	-0.3
60: CCC(NC(=O)c1cccc(Cn2cc([N+](=O)[O-])cn2)c1)c1ccc(C(C)C)cc1 (stereo unspecified)
→ -9	1	4	-3	-2	-5	9	0.3	-2	0.2

New compounds follow
Every second line gives: RTF Ca sens act	V-ATPase pH	HTR5A ag	Keap1-Nrf2 PPI	OPRM1-OPRD1 inv	HTR5A inv ctr	CAL PDZ FP	OPRM1-OPRD1 ag	RTF Ca sens inh	LANA DNA inh
61: CCn1c(SCc2nc3scc(-c4ccccc4)c3c(=O)[nH]2)nnc1-c1cccs1
→ 8	-2	4	-15	-21	19	-1	3.8	-4	1.2
62: O=C(CNC(=O)c1cccc(F)c1)N/N=C/c1cccs1
→ -2	0	-5	-4	16	17	1	-3.5	1	2.5
63: O=c1c2c(nc3nc(COc4ccccc4)[nH]n13)CCC2
→ 0	-1	5	-3	12	-12	4	-3.0	-1	-0.4
64: O=C(O)c1ccc2c(c1)C(=O)N(c1ccccc1-c1ccccc1)C2=O
→ -1	0	4	5	12	5	.	-2.3	7	0.7
65: Cc1noc(C)c1-c1nnc(-c2ccc(OC(F)(F)F)cc2)o1
→ 5	-5	2	4	5	-21	-3	-1.0	-4	0.9
66: O=C(/C=C/NNC(=O)c1ccccc1O)c1ccccc1
→ -6	-4	0	0	3	0	-9	-0.5	-5	-0.7
67: O=S(=O)(NCc1ccccc1)c1cccc(S(=O)(=O)N2CCOCC2)c1
→ -2	0	-1	-3	8	10	-1	-1.5	4	-0.7
68: CC(=O)Nc1ccc(NC(=O)Cn2cc3c(n2)CCCC3)cc1
→ -3	-3	-1	0	14	13	-2	-2.4	6	-0.3
69: Cc1nc2c3ccccc3nc(NNC(=O)CCC(=O)NC(C)C)n2n1
→ 4	3	1	1	4	0	2	-0.5	-13	1.4
